TIM10 inh: growth inhibitors of isogenic TIM10 control yeast, primary screen, counter-screen for tim10-1 yeast inhibitor project, luminescence, uHTS; inhibition, % at 10 µM; S. cerevisiae TIM10 strain growth, BacTiter-Glo luminescence, 24 h; 330,000 tested, 1.4% active; AID 463195, 2010;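 active = inhibition of 40% or more at the single tested concentration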;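 note: wild-type TIM10 isogenic control strain grown at permissive 25 °C; 0% = DMSO yeast wells and 100% = minimal medium wells without yeast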
NALP3 yeast inh: NALP3 inflammasome inhibitors in reconstituted yeast, primary screen, luminescence, uHTS. inhibition, % at 10 µM. Yeast reconstituted NLRP3/ASC/caspase-1, beta-gal luminescence, 24 h. 330,000 tested, 0.39% active;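 active = inhibition of 50% or more; inactive = inhibition below 50%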;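 note: plate controls were induced DMSO wells for no effect and uninduced yeast grown without galactose for full effect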
beta cell repl: inducers of MIN6 beta-cell proliferation, primary screen, ATP luminescence, uHTS. MIN6 cells proliferation, ATPlite luminescence, 48 h; cells starved in 0.2% serum; 100% = growth in 10% serum. proliferation, % at 10 µM. 330,000 tested, 0.29% active. AID 2380, 2010;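 active = compounds whose signal lies at least 3.5 SD above the mean of all wells on their plate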;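 note: 0% = DMSO-treated cells in low-serum medium and 100% = 10% serum control; some compounds called inactive have numbers as strong as hits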
MPTP inh: mitochondrial permeability transition pore inhibitors, primary screen, biochemical, isolated mouse mitochondria, absorbance | Ca2+ swelling absorbance, 30 min | inhibition, % at 10 µM | 360,000 tested, 1.4% active;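 active = inhibition of 50% or more, scaled per plate between neutral and stimulator controls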;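 note: 0% = DMSO wells given calcium and 100% = 1 mM EGTA wells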
APJ agonist: agonists of human apelin receptor APJ, primary screen, CHO-K1 cells, PathHunter beta-arrestin, luminescence | 0% DMSO wells, 100% apelin | activation, % at 20 µM | 330,000 tested, 0.11% active | AID 2520, 2010;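 active = activation more than six SD over the plate average, tested at 20 µM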;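 note: 0% = DMSO alone and 100% = apelin-13 at 10 nM; some results filed as inactive read as strong as hits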
Target sequence (P35414 whole entry, looked up): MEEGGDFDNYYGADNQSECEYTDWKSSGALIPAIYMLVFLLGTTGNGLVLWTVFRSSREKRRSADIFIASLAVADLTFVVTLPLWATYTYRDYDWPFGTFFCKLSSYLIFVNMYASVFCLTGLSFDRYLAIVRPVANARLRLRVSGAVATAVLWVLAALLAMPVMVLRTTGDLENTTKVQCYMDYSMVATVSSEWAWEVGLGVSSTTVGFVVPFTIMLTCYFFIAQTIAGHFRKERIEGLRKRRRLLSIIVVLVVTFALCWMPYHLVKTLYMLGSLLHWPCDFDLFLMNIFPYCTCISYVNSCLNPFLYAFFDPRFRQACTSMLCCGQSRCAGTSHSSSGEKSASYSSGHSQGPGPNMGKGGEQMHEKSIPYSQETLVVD
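system = engineered CHO-K1 APJ arrestin reporter cells | input = 1000 cells per well | timing = overnight seeding, 90 min compound at 25 °C, 1 h detection | measured by = enzyme-fragment complementation luminescence | read-out = beta-arrestin recruitment to APJ as agonist activity, luminescent signal | control set = negative DMSO alone, positive Apelin-13 at 10 nM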
NR3A LBD binder: binders of NR3A ligand-binding domain, primary screen, biophysical, differential scanning fluorimetry, uHTS. Glutamate receptor ionotropic, NMDA 3A (GRIN3A) ligand-binding domain. NR3A LBD differential scanning fluorimetry, Tm shift; 0% = protein alone, 100% = glycine-bound protein. Tm shift relative to glycine control, % at 25 µM. 340,000 tested, 2.5% active. AID 1259313, 2017;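 active = melting temperature shift of at least 10% of the positive control shift, at one fixed dose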
tim23-1 inh: growth inhibitors of tim23-1 mutant yeast, primary screen, luminescence, uHTS. 330,000 tested, 1.3% active. S. cerevisiae tim23-1 growth, BacTiter-Glo luminescence, 24 h. inhibition, % at 20 µM;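 active = growth inhibition of the mutant yeast at or above 50%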;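 note: temperature-sensitive mutant grown at 25 °C; plate controls were DMSO-treated mutant yeast for no effect and medium wells lacking yeast for full effect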
APJ antag: antagonists of human apelin receptor APJ, primary screen, CHO-K1 cells, beta-arrestin complementation, luminescence | inhibition, % at 20 µM | 330,000 tested, 0.32% active | P35414 | AID 2521, 2010;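 active = inhibition above about 40% at 20 µM, limit read from the data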;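 note: cells challenged with 10 nM apelin-13 agonist together with compound; plate controls were apelin-13 plus DMSO wells for no effect and DMSO wells lacking apelin-13 for full effect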
tim10-1 inh: growth inhibitors of tim10-1 mutant yeast, primary screen, luminescence, uHTS | S. cerevisiae tim10-1 ts strain growth, BacTiter-Glo, 24 h | inhibition, % at 20 µM | 330,000 tested, 2.2% active | AID 463190, 2010;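 active = inhibition of at least 40%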;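 note: mutant grown at 25 °C; 0% = DMSO wells with yeast and 100% = wells holding no yeast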
Active calls of the source: *; / = not tested or not shown.

canonical_smiles | TIM10 inh | NALP3 yeast inh | beta cell repl | MPTP inh | APJ agonist | NR3A LBD binder | tim23-1 inh | APJ antag | tim10-1 inh
COc1ccc(C)cc1S(=O)(=O)Nc1ccc(F)c(Cl)c1 | -8 | -7 | -1 | 0.2 | -3 | -10 | -34 | -20 | -10
O=C(CC(CC(=O)c1ccc(Br)cc1)c1cccnc1)c1ccc(Br)cc1 | 8 | 1 | -1 | 24 | 1 | -9 | 6 | 2 | -14
O=C(CN(CC1CCCO1)C(=O)CNS(=O)(=O)c1ccccc1)NCc1ccccc1 (stereo unspecified) | 2 | 6 | -1 | 0.2 | -1 | 0 | -1 | -2 | 0
O=S(=O)(c1cccc(-c2nnc(SCc3nc4ccccc4s3)o2)c1)N1CCOCC1 | 43* | 1 | -5 | 1.9 | 0 | 1 | 3 | 2 | 22
C=CC[C@H](CC(=O)NCCO)C(=O)NCCOC(=O)[C@@H](CC=C)Cc1ccc(F)cc1 | 6 | 11 | 1 | -0.4 | -4 | -3 | 17 | 10 | -1
COC(=O)C1CCN(Cc2nnc(-c3ccccc3)o2)CC1 | -11 | -7 | 4 | 0.6 | -1 | 1 | 5 | -1 | 20
Cc1ccc(NC(=O)CN(C)C(=O)c2n[nH]c(=O)c3ccccc23)cc1 | -2 | 9 | 1 | -0.5 | -4 | -2 | -10 | 29 | 0
O=C(CSC1=NCCN1)NC(c1ccccc1)c1ccccc1 | -14 | 0 | -5 | -1.3 | 1 | 2 | -31 | 15 | -17
CCOc1ncccc1C(=O)Nc1ncc(C)s1 | -6 | 3 | 1 | 0.9 | -1 | 1 | 14 | -2 | 17
O=C(NCc1cccs1)c1ccc(CS(=O)(=O)c2ccc(Cl)cc2)o1 | 12 | -1 | -1 | 0.3 | -4 | 0 | 0 | 9 | 18
O=C(O)CCCCCNC(=O)c1ccccc1 | -16 | 7 | 1 | 0.5 | 0 | 0 | 3 | -12 | 7
COCc1cc(C)nc2sc(C(=O)Nc3ccccc3F)c(N)c12 | -3 | 19 | -2 | 0.7 | 0 | 2 | 20 | 18 | 2
Cc1cccc(C(=O)NC(=S)NCc2cccnc2)c1 | -4 | 27 | -1 | -1.6 | 1 | 0 | 11 | 2 | 6
CC(C)CC(NC(N)=O)C(=O)NCCc1ccc(Cl)cc1 (stereo unspecified) | -8 | 10 | 0 | 0.8 | 1 | 0 | 9 | -15 | -6
COc1ccc(S(=O)(=O)N2CCC(C(=O)NCc3ccncc3)CC2)cc1OC | -12 | 30 | -1 | -1.7 | -1 | -3 | 5 | -8 | 18
O=C(CCNC(=O)c1ccc(Br)cc1)Nc1cccc(S(=O)(=O)N2CCCCCC2)c1 | -6 | 19 | -4 | -0.1 | -8 | 2 | 8 | -24 | 7
OC(COCc1ccc2c(c1)OCO2)CN1CCCCC1 (stereo unspecified) | 0 | -4 | 0 | 1.5 | 0 | 1 | -4 | -2 | 11
CCc1ccc(C(=O)CSc2nc(N)cc(=O)[nH]2)cc1 | 9 | 14 | -1 | 1.9 | -1 | 0 | 6 | 10 | -8
COc1cc(NC(=O)c2sc3ncn(CC(=O)N4CCCC(C)C4)c(=O)c3c2C)cc(OC)c1OC (stereo unspecified) | 1 | 13 | -2 | 0.5 | -3 | 0 | -7 | 17 | 7
CN(CCOc1ccc(Cl)cc1)CC(O)c1ccccc1 (stereo unspecified) | 4 | 0 | -1 | 1.9 | 0 | -3 | 12 | 16 | 15
N#Cc1ccccc1CN1C(=O)NC2(CCCCCC2)C1=O | -2 | 6 | -1 | 0.2 | -1 | 0 | 3 | 10 | 7
CC(C)CN(C(=O)COC(=O)C1CC1)c1c(N)n(Cc2ccccc2)c(=O)[nH]c1=O | -4 | 7 | 1 | 1.4 | -4 | -1 | -6 | 5 | -2
Cc1ccc2nc(-c3ccco3)c(Nc3ccccc3)n2c1 | 6 | -8 | 0 | -0.9 | -2 | -4 | 5 | -1 | 10
CCOC(=O)N1CCN(C(=O)CCl)CC1 | 11 | -6 | -3 | 1.5 | -2 | 0 | -7 | 4 | 4
CC(=O)Oc1ccc(/C(C)=N\N2CCN(Cc3ccc(Cl)cc3)CC2)cc1 | 6 | 13 | 2 | -0.1 | -1 | 0 | 21 | -4 | 15

Just APJ antag, MPTP inh and tim23-1 inh, for some of the entries so far:
Compound | APJ antag | MPTP inh | tim23-1 inh
O=S(=O)(c1cccc(-c2nnc(SCc3nc4ccccc4s3)o2)c1)N1CCOCC1 | 2 | 1.9 | 3
COc1ccc(C)cc1S(=O)(=O)Nc1ccc(F)c(Cl)c1 | -20 | 0.2 | -34
CC(C)CC(NC(N)=O)C(=O)NCCc1ccc(Cl)cc1 (stereo unspecified) | -15 | 0.8 | 9

Continued.
canonical_smiles | TIM10 inh | NALP3 yeast inh | beta cell repl | MPTP inh | APJ agonist | NR3A LBD binder | tim23-1 inh | APJ antag | tim10-1 inh
NS(=O)(=O)c1ccc(CCNC(=O)CSc2ccc3ccccc3c2)cc1 | 0 | 6 | -1 | -2.7 | 2 | 0 | 24 | -5 | 10
CCC(c1nnc(SCC(=O)N2CCOCC2)n1C1CCCCC1)N(C)C (stereo unspecified) | 10 | -1 | 2 | 0.4 | -1 | -1 | 14 | 9 | -11
CCc1nnc(NC(=O)c2nc(S(=O)(=O)Cc3cccc(C)c3)ncc2Cl)s1 | 9 | 7 | -8 | -1.0 | -1 | 0 | 22 | 16 | 18
Cc1ccc(C(=O)Nc2nc3ccccc3n2CCN2CCCC2)cc1 | -12 | 9 | -4 | -0.9 | -4 | -5 | 1 | 16 | -10
Cc1cc(C(=O)COC(=O)CC2Sc3ccccc3NC2=O)c(C)n1-c1ccc2c(c1)OCO2 (stereo unspecified) | 33 | 15 | -6 | 5.7 | -2 | -3 | 16 | 11 | 24
CC(C)(C)n1ncc2c(=O)n(Cc3c(F)cccc3Cl)cnc21 | -6 | -5 | -2 | -0.2 | -4 | -1 | 18 | -12 | -5
O=C(NCC(c1ccc(F)cc1)N1CCOCC1)c1cccc(Br)c1 (stereo unspecified) | 10 | 6 | -2 | 6.9 | -3 | 0 | 8 | 16 | 11
COC(=O)COc1ccc(/C=C2/SC(=O)N(CC(=O)N3CCCC3)C2=O)cc1Br | 9 | -2 | -2 | -0.9 | 12 | 0 | 1 | 21 | 12
Cc1ccc(C(=O)C2CCN(C(=S)NCC3CCCO3)CC2)cc1 (stereo unspecified) | -10 | 16 | -4 | 0.2 | -2 | 7 | 3 | 11 | -7
COc1ccc(CCNC(=O)CSc2nc(O)cc(=O)[nH]2)cc1OC | 9 | -17 | -3 | -0.3 | -1 | 0 | 1 | 12 | 2
CCN(C(=O)COC(=O)c1cccc(S(=O)(=O)NCc2ccccc2)c1)c1ccccc1 | 9 | 21 | 4 | -0.7 | -5 | 3 | 18 | 13 | 23
Cc1c(NC(=O)c2cc(=O)[nH]c(=O)[nH]2)c(=O)n(-c2ccccc2)n1C | 1 | 9 | -2 | 0.7 | 4 | 1 | 19 | 5 | 16
CCCCn1c2ccccc2c2nnc(SCCN3CCCCC3)nc21 | 2 | -4 | 4 | -0.6 | 0 | 0 | -5 | -21 | 11
CCc1ccc(Nc2n[n+](-c3ccccc3)c(-c3ccc(OCc4ccccc4)cc3)s2)cc1 | 8 | 17 | -8 | 1.9 | -1 | -9 | 15 | 10 | 12
CCOc1ccc(-c2nnc(Nc3ccc(OC)c(C(=O)N4CCCCC4)c3)c3ccccc23)cc1 | 3 | -7 | -6 | 3.4 | -1 | -4 | 9 | -11 | 15
Cc1ccc(C)c(S(=O)(=O)Nc2ccc3[nH]c(=O)[nH]c3c2)c1 | 10 | 20 | -6 | 0.3 | 0 | -3 | 13 | -7 | -16
COc1ccccc1C(C)NS(=O)(=O)c1cccs1 (stereo unspecified) | 10 | 6 | 2 | / | 2 | / | 1 | 23 | -4
O=C(N/C(=C/c1ccco1)C(=O)N1CCc2ccccc21)c1ccco1 | 13 | 9 | -2 | 2.0 | -1 | 4 | 6 | -10 | 11
CCC(C)Sc1ccc([C@H]2N[C@@](CC(C)C)(C(=O)OC)[C@H]3C(=O)N(CC)C(=O)[C@@H]23)cc1 (stereo partly specified) | 21 | 17 | 1 | 1.1 | 2 | -5 | 32 | 12 | 24
Cc1cc(=O)oc2cc(OCC(=O)NCCc3c[nH]c4ccc(F)cc34)ccc12 | -15 | 19 | -1 | 3.3 | 3 | -8 | -11 | 13 | -8
COc1ccc(OCC(=O)Nc2cccc(-c3nc4ccccc4o3)c2)cc1 | 12 | 5 | -3 | 12 | -3 | -5 | -12 | 9 | 12
CCOC(=O)C1(Cc2ccccc2C)CCCN(C(=O)CN2CCCCC2=O)C1 (stereo unspecified) | 0 | -2 | -1 | 0.5 | -3 | -1 | 11 | 21 | 9
CN(C)c1cccc(C(=O)Nc2ccc(N3CCOCC3)cc2)c1 | 2 | 15 | -2 | 4.9 | 1 | 4 | 16 | 1 | 21
NN/C(=C\[N+](=O)[O-])Nc1ccc(Cl)cc1 | 14 | 5 | -4 | 55* | 3 | 0 | 1 | 4 | 26
CC(=O)OC(C)[C@H]1CC[C@H]2[C@@H]3CC[C@H]4C[C@@H](OC(C)=O)CC[C@]4(C)C3=CC[C@]12C (stereo partly specified) | 11 | 4 | -9 | -2.1 | -5 | 2 | -7 | 2 | -7
CC(=O)c1cccc(NC(=S)N2CCCC2)c1 | 13 | 20 | -4 | -1.0 | 7 | 2 | 6 | 13 | 0
Cc1cccc(C(=O)NC(NCCc2ccccc2)C(Cl)(Cl)Cl)c1 (stereo unspecified) | 20 | 22 | -5 | 21 | 4 | -9 | 26 | 5 | 19
CCOCc1nnc(NC(=O)C2c3ccccc3Oc3ccccc32)s1 | 4 | 0 | 0 | 1.0 | -1 | 1 | 2 | 2 | 18
CCc1ccc(CN2CCCC(C(=O)Nc3ccccc3-c3ccc(OC)cc3)C2)o1 (stereo unspecified) | 15 | 20 | -4 | -0.2 | -3 | 3 | 28 | 4 | 16
O=c1[nH]c(C(Cl)(Cl)Cl)nc2ccc3ccccc3c12 | 12 | 0 | -2 | -0.3 | -3 | 0 | 16 | 18 | -29
N#Cc1cc2c(=O)n3ccccc3nc2n(-c2ccc(Cl)cc2)c1=O | 14 | 1 | -2 | -4.5 | -3 | 0 | 8 | 16 | -16
Cc1ccc(S(=O)(=O)N2CCCC2CNC(=O)C(=O)Nc2ccccc2)cc1 (stereo unspecified) | 1 | 9 | -1 | 0.7 | -3 | -2 | 31 | 8 | 27
Cc1cc(C(F)(F)F)c2c(n1)sc1c(O)cc(=O)[nH]c12 | 11 | 13 | -1 | -1.5 | 0 | -2 | 13 | -4 | 7

Rows were taken by chance; about 7.2% have a hit in one of these screens.
